Cav3 T inh: blocks human Cav3.2 T-type calcium channel | 100,000 compounds, 4% hits | O95180 | Cav3.2-expressing cells, Fluo-4 calcium fluorescence FDSS; hits give low values | B-score at 10 µM;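 active means single-dose well whose peak fluorescence ratio is a statistical outlier from its plate by either plate-standardised score or position-corrected B-score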
The depositor's hits bear a star. A portion of the library. The share of hits here may be higher or lower than overall.

Cav3 T inh,SMILES
-1.5,CNc1nc(Sc2ccccc2)cc(C(F)(F)F)n1
0.17,CCOc1ccccc1C(=O)N(Cc1cccs1)C1CCS(=O)(=O)C1 (stereo unspecified)
-3.3,CCc1ccc(NC(=O)CSC2=C(C#N)C(c3ccco3)C3=C(CCCC3=O)N2)cc1 (stereo unspecified)
-0.35,COC1=CC(=O)CC(C)C12Oc1cc(OC)cc(OC)c1C2=O (stereo unspecified)
-3.7,N#CC1=C2SCC(O)(c3ccccc3)N2C(=O)CC1c1ccccc1F (stereo unspecified)
-0.048,Cc1cc(SCc2ccccc2)nc(=O)[nH]1
-0.28,CCOC(=O)c1snc(C(=O)NC2CCCCC2)c1N
0.33,Cc1ccc(C(=O)N2CCN(C(=O)CN3CCOCC3)C2)cc1
0.71,COc1ccc(-c2ccc(NCCC3=CCCCC3)nn2)cc1OC
0.33,Cc1c(Cl)ccc2c1NC(=O)[C@]21N[C@@H](CCC(N)=O)[C@H]2C(=O)N(c3ccc(F)cc3)C(=O)[C@H]21
0.28,CC1(C)CC(=O)C(/C=N/n2c(C(F)(F)F)nc3ccccc3c2=O)=C(O)C1
-2.4,Nc1ccc2nn(-c3cccc4ccccc34)nc2c1

Retrieved one by one from above (5):
Cav3 T inh,SMILES
0.17,CCOc1ccccc1C(=O)N(Cc1cccs1)C1CCS(=O)(=O)C1 (stereo unspecified)
-2.4,Nc1ccc2nn(-c3cccc4ccccc34)nc2c1
-0.35,COC1=CC(=O)CC(C)C12Oc1cc(OC)cc(OC)c1C2=O (stereo unspecified)
-1.5,CNc1nc(Sc2ccccc2)cc(C(F)(F)F)n1
-3.7,N#CC1=C2SCC(O)(c3ccccc3)N2C(=O)CC1c1ccccc1F (stereo unspecified)

(cont.)
Cav3 T inh,SMILES
-0.54,O=C1c2ccccc2N2C(=O)c3ccccc3C2N1O (stereo unspecified)
-0.38,CCOC(=O)CSc1nc(C)c(C(C)=O)cc1C#N
-3.3,Cc1cccc(Cn2c(N(C)Cc3ccccc3)nc3c2c(=O)[nH]c(=O)n3C)c1
0.67,CC(NC(=O)CSc1nc2c(cc1C#N)CN(C)CC2)c1ccccc1 (stereo unspecified)
-0.29,Cc1ccc(S(=O)(=O)N2CCC(=O)N(C(COCc3ccc(C(F)(F)F)cc3)C(C)C)CC2)cc1 (stereo unspecified)
0.35,CC1(C)NC(=O)N(CC(O)CN2CCCC2)C1=O (stereo unspecified)
0.88,COc1ccccc1N1CCN(C(=O)C2CCN(S(=O)(=O)c3ccc(F)cc3)CC2)CC1
0.78,Cn1c(Cc2cccs2)nnc1SCC(=O)N1CCCc2ccccc21
-3.9*,CCC(C)(C)n1nnnc1C(c1cc2ccc(OC)cc2[nH]c1=O)N1CCc2ccccc21 (stereo unspecified)
0.15,O=C(Cc1n[nH]c(=O)c2ccccc12)Nc1ccc(-c2nnc3n2CCCCC3)cc1
0.53,c1ccc2c(c1)[nH]c1c(N3CCC4(CC3)OCCO4)ncnc12
-2.5,Cc1c(Br)c([N+](=O)[O-])nn1C(C)C(=O)N1CCCc2ccccc21 (stereo unspecified)
-0.34,CCOC(=O)N1CCN(C(=O)CSCc2nc(-c3ccccc3F)oc2C)CC1
-0.036,COc1cc(/C=N/NC(=Nc2ccc(C)cc2)c2nc3ccccc3s2)ccc1O
-0.59,O=C(N/N=C/c1ccc([N+](=O)[O-])o1)c1ccc(O)cc1
0.02,CC1CCc2c(c3ccccc3[nH]c2=O)O1 (stereo unspecified)
0.31,COC(=O)c1cc(C#N)c(Oc2cccc(C)c2C)nc1C
-1.6,Cc1ccc(C(=O)c2cnc3ccccc3c2-c2ccccc2)cc1
-0.2,Cc1ccccc1N(CC(=O)O)S(C)(=O)=O
-1.6,C=CCSc1nnc(-c2nnc(SCC=C)n2-c2ccccc2)n1-c1ccccc1
-0.046,CCO[C@H]1OC(C(=O)N2CCOCC2)=C[C@@H](c2coc3ccccc3c2=O)[C@@H]1CCCO
0.17,CCCCOCCCNC(=O)CCCOc1ccccc1
-0.027,CCC1/C(=N\O)CC(c2ccco2)NC1c1ccco1 (stereo unspecified)
-0.49,COc1ccc2c(CC(=O)OCC(=O)Nc3ccc4c(c3)OCO4)coc2c1
1.5,Cc1ccc(-n2c(SCC(=O)NCC3CCCO3)nc3n[nH]c(C)c3c2=N)cc1Cl (stereo unspecified)
0.13,Cc1cc2cc3c(cc2nc1SCC(=O)Nc1nc(C)c(C)s1)OCO3
-0.04,C=CCSc1ncccc1C(=O)NCc1ccccc1
0.36,CCn1nc(CC(=O)Nc2nnc(CC(=O)N3CCCCC3)s2)c2ccccc2c1=O
-1,CNC(=O)C1CC(=O)N(Cc2ccc3c(c2)OCO3)C(=Nc2ccc(F)cc2)S1 (stereo unspecified)
-4.5*,COC(=O)c1c(NC(=O)CSc2nnc(-c3ccco3)n2Cc2ccccc2)sc(C)c1C
-1.4,O=[N+]([O-])c1cc(/C=N/OCc2c(Cl)cccc2Cl)ccc1N1CCOCC1
-0.0068,CCc1ccc(N2CC(C(=O)Nc3ccccc3F)CC2=O)cc1 (stereo unspecified)
1.4,CCN(CC)Cc1cc(NC2=NS(=O)(=O)c3ccccc32)ccc1OC(=O)C(C)C
-1.5,Brc1ccc(-c2nc3ncccn3c2NC2CCCCC2)o1
0.76,COc1ccc2c(c1OC)C(=O)N(c1nccs1)C2
0.3,CC(=O)Nc1c(C(=O)C2CC2)oc2ccccc12
-1.9,O=c1cc(-c2ccccc2)[nH]c2cc(F)ccc12
0.33,CCCCC(c1nnnn1CCOC)N1CCN(CC)CC1 (stereo unspecified)
-3.7,COCCn1c(SCC(=O)Nc2cccc(OC)c2)nnc1-c1ccccc1
0.53,O=C(O)CSc1nnc(Cc2ccccc2)n1-c1ccccc1
-5.3*,O=C1c2ccccc2NC(c2ccc(Cl)cc2Cl)N1Cc1ccccc1 (stereo unspecified)
0.07,Nc1nncn1C(=O)c1c(Cl)cccc1Cl
0.98,Cc1ccc(CSc2nnc([C@@H]3CCCN3)o2)cc1
-2.9,N#Cc1ccc(C(c2nnnn2Cc2ccccc2)N2CCCC2)cc1 (stereo unspecified)
1.1,COC(=O)c1c(N)n(CCCN2CCOCC2)c2nc3ccccc3nc12
-0.0096,C=C(C)C(=O)N1CC2(CC(c3cccc(NC(=O)CCCCC)c3)=NO2)C[C@H]1C(N)=O (stereo partly specified)
-0.08,CCCOc1ccc(-c2nnn(CC(=O)c3ccc4c(c3)OCCO4)n2)cc1
-1.6,O=C(Nc1cccn(Cc2ccccc2)c1=O)NC1CCCCC1
-0.49,Cc1cnn(C(=O)c2cc(-c3ccccc3)nc3ccccc23)c1
-4.1*,O=C(c1ccco1)N1CCN(c2ccc(Cl)c(Cl)c2)CC1
-0.8,COc1cccc(C(=O)Nc2ccc(NC(C)=O)cn2)c1
1.8,O=C(NCc1ccco1)c1cccn2c(=O)c3sccc3nc12
1.8,CCC(C)NC(=O)CSc1ncccc1C(=O)O (stereo unspecified)
1.1,C[N+](C)(C)C[C@H](O)CC(=O)O
-3.2,CC(C)N(Cc1nc(-c2ccccc2)no1)C(=O)CN(C)S(=O)(=O)c1ccc(Br)cc1
-1.1,Cc1ccc(C(=O)CCNc2ccc(F)c(Cl)c2)o1
0.019,CC[C@@H](C)[C@H](NC(=O)OCc1ccccc1)c1nnc([C@@H](NC(=O)OCc2ccccc2)[C@@H](C)CC)o1
0.6,CCOc1cc2[nH]c(=S)n(Cc3ccc(C(=O)NCC(OC)OC)cc3)c(=O)c2cc1OCC
0.73,COc1c2c(nc3occc13)C(CC=C(C)C)(OC)C(O)CC2 (stereo unspecified)
-0.25,Cc1nn(C(=O)c2ccco2)c(C)c1CN1C(=O)c2ccccc2C1=O

Going on with the list.
Cav3 T inh,SMILES
2.2,Cc1cc(-c2cc(-c3ccccc3)on2)nc(NCC2CC2)n1
0.56,Oc1ccc(/C=N/Nc2cc(N3CCOCC3)nc(N3CCOCC3)n2)cc1
-1.7,CC(C)N(C(=O)C1CC(=O)OC12CCCCC2)C(C)C (stereo unspecified)
0.9,Cc1ccc(C)c(OCCCC(=O)O)c1
-0.53,CCn1c(SCC(=O)Nc2nc(C)c(C)s2)nc2cccnc21
0.05,O=S(=O)(Nc1ccccc1N1CCCCC1)c1ccc(Cl)s1
-1.9,CCOc1ccccc1NC1=C(Cl)C(=O)N(Cc2ccccc2)C1=O
0.09,O=C(NCC1CC1)C1(C(F)(F)F)C/C(=C\Cc2ccccc2)CCCO1 (stereo unspecified)
-2.4,CC(OC(=O)c1cc2sccc2n1C)C(=O)NCc1ccco1 (stereo unspecified)
-0.06,OC[C@H]1O[C@@H](n2cnc3c(Nc4ccccc4)ncnc32)[C@H](O)[C@@H]1O
-0.35,CC(=O)Nc1nonc1-c1nc2ccccc2n1CC1CC1
0.25,C[C@H]1CN=C2N(CCNC(=O)CCC3CCCCC3)[C@H](Cc3ccc(O)cc3)CN21
-0.56,CCC(Sc1nc(C)cc(=O)[nH]1)C(=O)Nc1nc(-c2ccccc2)cs1 (stereo unspecified)
0.23,Cc1cc(C)n2cc(CSc3ncccc3C(=O)O)nc2n1
0.34,CC(=O)N(c1ccc(C(C)C)cc1)C1C=CS(=O)(=O)C1 (stereo unspecified)
1.5,Cc1ccc(CS(=O)(=O)CCC(=O)NCCN2CCCCC2C)cc1 (stereo unspecified)
-0.028,CCOC(=O)c1sc(-c2ccccc2)cc1N
1.2,C=CCn1c(-c2cccs2)nc2nc3ccccc3nc21
0.12,CCOc1ccc(/C(O)=C2/C(=O)C(=O)N(CCOCCO)C2c2cccnc2)cc1 (stereo unspecified)
0.79,CCOC(=O)C1CCN(C(=O)Nc2ccc3nc(C)c(C)nc3c2)CC1
0.29,CC(C)Cn1c(N)c(C(=O)CSc2nnnn2C)c(=O)n(C)c1=O
-2.7,COC(=O)c1ccccc1NC(=O)Cn1nc(C(F)(F)F)c2c1CCC2
0.67,Cc1noc(C)c1CSc1nnc(-c2c[nH]c3ccccc23)n1-c1ccc(Cl)cc1
-5.6*,N#Cc1c(N)c(C#N)c(-c2ccc(O)cc2)c2c1CCCC2
-0.54,Cc1ccc(NC(=S)NNC(=O)c2cn(C)nc2C)cc1
2,O=c1c2c3c(sc2n2cnnc2n1-c1ccccc1)N(Cc1ccccc1)CCC3
0.43,CC(OC(=O)c1ccco1)C(=O)NCc1cccs1 (stereo unspecified)
2.4,COc1cc(C)c(Cl)c(C)c1S(=O)(=O)NCc1cccnc1
-2.8,CC(C)=CCc1cc([C@@H]2CC(=O)c3ccc(O)c(CC=C(C)C)c3O2)ccc1O
0.22,COCCN(CCOC)S(=O)(=O)c1ccc(OC)cc1
0.07,CCOC(=O)c1[nH]c(C)c(C(=O)NCCN2CCOCC2)c1C
-0.25,Cc1sc2nc(C)n(/N=C/c3ccccc3)c(=O)c2c1C
0.48,Cc1cc(=O)oc(C)c1C(=O)NCC1COc2ccccc2O1 (stereo unspecified)
0.61,Cc1ccc(C(=O)n2cnnc2N)cc1C
-0.034,COc1cccc(Cn2nnc(C(=O)Nc3cc(Cl)ccc3OC)c2N)c1
-0.18,COCCNC(=O)CSc1nc2cc3c(cc2c(=O)n1Cc1ccco1)OCO3

3 compounds already listed, arranged by the number in Cav3 T inh, low to high:
Cav3 T inh,SMILES
0.02,CC1CCc2c(c3ccccc3[nH]c2=O)O1 (stereo unspecified)
0.13,Cc1cc2cc3c(cc2nc1SCC(=O)Nc1nc(C)c(C)s1)OCO3
0.33,CCCCC(c1nnnn1CCOC)N1CCN(CC)CC1 (stereo unspecified)

(list continues)
Cav3 T inh,SMILES
1.6,CC1=C(C(=O)OCCOC(C)C)C(c2cccnc2)C2=C(CCCC2=O)N1 (stereo unspecified)
-2.3,CCc1nc(SCC(=O)N2CCCc3ccccc32)c2oc3ccccc3c2n1
1.1,COc1ccc(N2CC(O)=C(c3nc(C)cs3)C2=N)cc1
-0.54,COc1cc(S(=O)(=O)NCC2COCCO2)ccc1-n1cnnn1 (stereo unspecified)
-0.51,Cc1ccc(CNC(=O)CCc2nc3ccccc3c(=O)[nH]2)cc1
1.7,O=C(O)CCSc1nnc(-c2cccnc2)n1-c1ccccc1
0.58,CC(C)(C)SCCNC(=O)CN(c1ccc(F)cc1)S(C)(=O)=O
-4.5*,CC1CCN(C(=O)C2CCN(CCCc3ccccc3)CC2)CC1
0.22,O=C(CCc1nc(-c2ccccc2F)no1)NCCN1CCN(Cc2ccccc2)CC1
-2,COc1cc(C(=O)Oc2cccc(Nc3ncnc4ccccc34)c2)cc(OC)c1OC
-1.4,Cc1ccccc1NC1c2ccccc2C(=O)N1Cc1ccco1 (stereo unspecified)
0.82,CCNC(=O)c1c(N)sc2c1CCCCC2

Part of the list above, in CSV form:
canonical_smiles,Cav3 T inh
COc1ccc(N2CC(O)=C(c3nc(C)cs3)C2=N)cc1,1.1
COc1cc(S(=O)(=O)NCC2COCCO2)ccc1-n1cnnn1 (stereo unspecified),-0.54
Cc1ccc(CNC(=O)CCc2nc3ccccc3c(=O)[nH]2)cc1,-0.51
O=C(O)CCSc1nnc(-c2cccnc2)n1-c1ccccc1,1.7
CC(C)(C)SCCNC(=O)CN(c1ccc(F)cc1)S(C)(=O)=O,0.58
CC1CCN(C(=O)C2CCN(CCCc3ccccc3)CC2)CC1,-4.5*

Look-ups from above:
CC1CCN(C(=O)C2CCN(CCCc3ccccc3)CC2)CC1 in Cav3 T inh is listed with -4.5*
CCNC(=O)c1c(N)sc2c1CCCCC2 in Cav3 T inh is listed with 0.82
COc1cc(C(=O)Oc2cccc(Nc3ncnc4ccccc34)c2)cc(OC)c1OC in Cav3 T inh is listed with -2

Further entries follow:
Cav3 T inh,SMILES
-1.2,CC(C)[C@H](NC(=O)OC(C)(C)C)c1nnc(S(=O)(=O)Cc2c(F)cccc2Cl)o1
0.64,CCCCc1cc(=O)oc2c(CN3CCCC3)c(O)ccc12
0.16,CCOC(=O)CCc1c(C)c2ccc(O)cc2oc1=O
0.086,COC(=O)C(NC(C)=O)(Nc1ccccn1)C(F)(F)F (stereo unspecified)
-0.38,O=c1c(Cc2ccccc2)c(O)nc2n1CCS2
-0.044,CCC(C)(C)n1nnnc1C(C(C)C)N1CCC(C(N)=O)CC1 (stereo unspecified)
0.079,CCSC(=O)NC12CC3CC(CC(C3)C1)C2
